# GPR35 arrestin U2OS: inhibition of zaprinast-stimulated GPR35 beta-arrestin translocation – imaging, U2OS, beta-arrestin-GFP, zaprinast agonist, primary screen (AID 2058); U2OS GPR35 beta-arrestin-GFP translocation imaging, zaprinast antagonism; higher % means a stronger effect; inhibition, % at 10 µM; hits with a dose series show IC50 in µM; 290,000 tested, 0.052% active;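 active means inhibition of at least 50% with at least 30 cells and total cytoplasm GFP at most 10,000,000; inconclusive means under 30 cells or total GFP of 10,000,000 plus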
# RSV CPE inhibition: RSV antiviral activity via CPE protection, HEp-2 cells, primary 10 µM value included (AID 2391); CPE inhibition, % at 10 µM; hits with a dose series show IC50 in µM; HEp-2 cells, RSV-induced CPE inhibition; higher % means a stronger effect; 310,000 tested, 0.13% active; in the data active means a potency from the dose series; inconclusive means CPE inhibition mostly from about 23% at the one dose, without a potency; inactive means the rest, 99 in 100 with CPE inhibition below about 21%; further: strong numbers were not always called active
# LYP inhibition: PTPN22 lymphoid phosphatase activity blockers – biochemical, fluorescence intensity, uHTS (AID 1779) | 290,000 tested, 0.054% active | one-dose inhibition, % at 11.5 µM; IC50 in µM for titrated hits | recombinant LYP phosphatase, fluorescence intensity; higher % means a stronger effect; in the data active means inhibition above about 50%;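 further: plate controls were vehicle with enzyme for no effect and no enzyme for full effect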
# West Nile antiviral: inhibition of WNV-induced cytopathic effect – cell-based, CPE readout (AID 1621). West Nile virus-infected cells, CPE inhibition; higher % means a stronger effect. CPE inhibition, % at 10 µM, or IC50 in µM where a hit was titrated. 290,000 tested, 0.02% active; in the data active means a potency from the dose series; inconclusive means CPE inhibition mostly from about 3.7% at the one dose, without a potency; inactive means the rest, 99 in 100 with CPE inhibition below about 2.2%; further: strong numbers were not always called active
# PhoP inhibition: PhoP-dependent GFP reporter repression – Salmonella Typhimurium, primary screen (AID 1863); S. Typhimurium PhoP-regulated promoter GFP reporter, 4 h; higher % means a stronger effect; inhibition, % at 50 µM, or IC50 in µM where a hit was titrated; 300,000 tested, 0.16% active;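 active means inhibition over 29.93%, a cutoff 3 SD above the screen mean, later confirmed by dose response; inconclusive means inhibition over 29.93% but no dose response follow-up; inactive means inhibition at most 29.93% or unconfirmed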;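 further: 0% = low Mg2+ inducing control and 100% = high Mg2+ repressing control; strong numbers were not always called active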
# MgcRacGAP inhibition: MgcRacGAP GTPase-activating activity inhibitors, confirmation, biochemical, ADP Hunter fluorescence; MgcRacGAP-stimulated Rac1 GTP hydrolysis, ADP Hunter fluorescence; higher % means a stronger effect; GST-tagged Rac1 F28L mutant substrate; one-dose inhibition, % at 30 µM; IC50 in µM for titrated hits; 340,000 tested, 0.6% active; AID 624330;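 active means first-screen hits whose inhibition reached a set limit at any dose in the follow-up dose series; inconclusive means inhibition above the set first-screen limit but never retested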;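 further: fluorescence reports GDP produced by GAP-driven GTP hydrolysis; strong numbers were not always called active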
# NS5 inhibitors: flavivirus cap methylation enzyme inhibition – biochemical, confirmation dose response, primary screen (AID 588689); inhibition, % at 25 µM, or IC50 in µM where a hit was titrated; 340,000 tested, 0.3% active; Dengue-2 NS5 methyltransferase capping enzyme assay, biochemical; higher % means a stronger effect; in the data active means a potency from the dose series; inconclusive means inhibition above about 29% without an active follow-up result
# SV40 large T antigen: SV40 large T antigen inhibitors, biochemical (AID 1903); SV40 large T antigen ATPase/helicase inhibition assay; higher % means a stronger effect; one-dose inhibition, % at 20 µM; IC50 in µM for titrated hits; 310,000 tested, 0.39% active; in the data active means a potency from the dose series; inconclusive means inhibition mostly from about 32% at the one dose, without a potency; inactive means the rest, 99 in 100 with inhibition below about 32%; further: strong numbers were not always called active
# ER stress rescue: rescue of cells from ER stress-induced death, primary screen, 384-well, CSM14.1, thapsigargin, ATP luminescence (AID 1222). CSM14.1 thapsigargin-induced death rescue, ATP luminescence; higher % means a stronger effect. one-dose cellular ATP content (survival), % at 20 µM; EC50 in µM for titrated hits. 190,000 tested, under 10 active;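 active means EC50 below 50 µM in the dose-response confirmation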;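 further: death triggered by thapsigargin at about 15 µM added after 2 h compound pretreatment; cell ATP read after overnight thapsigargin exposure of roughly 18 to 22 hours; normalized against plate controls of thapsigargin alone and 5% DMSO vehicle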
# An asterisk follows results filed as active; ? = inconclusive; nt = not tested or not shown; & = joins results of further samples.
# Start of the listing, in advance:
SMILES,GPR35 arrestin U2OS,MgcRacGAP inhibition,NS5 inhibitors,LYP inhibition,SV40 large T antigen,RSV CPE inhibition,West Nile antiviral,PhoP inhibition,ER stress rescue
CC(C)C(=O)Nc1ccccc1N1CCN(C(=O)c2ccccc2)CC1,-6%,4%,-10%,-3%,5%,0.6%,-0.1%,4%,-2.3%
CCC1Sc2ccccc2N(CC(=O)NCCC2=CCCCC2)C1=O (centres undefined),13%,9%,1%,-7%,-1%,-2.1%,-0.9%,4%,1.5%
COc1ccc(Nc2nnc(SCC(=O)NC(=O)Nc3ccc4c(c3)OCCO4)s2)cc1,8%,14%,2%,-6%,5%,5.6%,0.2%,-2%,3.1%
Cc1c(Br)c(C(=O)NCc2cc3cc(Cl)ccc3[nH]2)nn1C,9%,6%,-3%,-4%,5%,8.1%,-1.3%,-2%,-2.0%
COc1cc(OC)cc(C(=O)N2CCCc3ccccc32)c1,6%,3%,1%,1%,10%,3.9%,-0.5%,6%,-1.2%

# Results, from the start:
SMILES,GPR35 arrestin U2OS,MgcRacGAP inhibition,NS5 inhibitors,LYP inhibition,SV40 large T antigen,RSV CPE inhibition,West Nile antiviral,PhoP inhibition,ER stress rescue
CC(C)C(=O)Nc1ccccc1N1CCN(C(=O)c2ccccc2)CC1,-6%,4%,-10%,-3%,5%,0.6%,-0.1%,4%,-2.3%
CCC1Sc2ccccc2N(CC(=O)NCCC2=CCCCC2)C1=O (centres undefined),13%,9%,1%,-7%,-1%,-2.1%,-0.9%,4%,1.5%
COc1ccc(Nc2nnc(SCC(=O)NC(=O)Nc3ccc4c(c3)OCCO4)s2)cc1,8%,14%,2%,-6%,5%,5.6%,0.2%,-2%,3.1%
Cc1c(Br)c(C(=O)NCc2cc3cc(Cl)ccc3[nH]2)nn1C,9%,6%,-3%,-4%,5%,8.1%,-1.3%,-2%,-2.0%
COc1cc(OC)cc(C(=O)N2CCCc3ccccc32)c1,6%,3%,1%,1%,10%,3.9%,-0.5%,6%,-1.2%
CCn1nc(NC(=O)c2ccncc2)c2cc3ccccc3nc21,8%,2%,-6%,0%,7%,3.0%,0.1%,-3%,-2.0%
O=C(CCSc1ccccc1)Nc1ccc(S(=O)(=O)N2CCOCC2)cc1,-1%,5%,-2%,-1%,17%,1.4%,0.4%,-2%,-1.4%
O=C1c2ccccc2NC(c2ccc(O)cc2)N1/N=C/c1ccc(O)cc1 (centres undefined),-19%,66µM*,-7%,-5%,22%,0.1%,0.0%,5%,-3.3%
Cc1ccc(C)c(OCC(=O)N/N=C/c2ccsc2)c1,-6%,7%,-8%,0%,17%,0.9%,0.1%,-11%,-3.4%
Cn1c(C(=O)NN)cc2cc(Oc3ccccc3)ccc21,6%,0%,-4%,-7%,4%,8.2%,0.3%,2%,nt
NC(=O)[C@@H]1CC2(CC(c3cccc(NC(=O)CC(c4ccccc4)c4ccccc4)c3)=NO2)CN1C(=O)c1ccc(Cl)cc1 (some centres undefined),2%,3%,-5%,9%,20%,18%,1.0%,2%,nt
O=C(NCCN1C(=O)S/C(=C\c2ccc(OC(F)F)cc2)C1=O)C1=COCCO1,nt,3%,4%,nt,3%,-0.6%,nt,-1%,nt
CCCC(=O)Nc1ccc(C(=O)O)cc1NC(=O)CCC,1%,7%,-5%,-2%,14%,0.2%,-0.6%,-7%,-2.6%
CCOC(=O)C1CCCN(S(=O)(=O)c2ccc(OC)c3ccccc23)C1 (centres undefined),-6%,4%,-5%,-8%,4%,4.8%,-0.2%,9%,-2.4%
O=C(O)CSc1nnc(Nc2ccccc2)n1-c1ccccc1,-4%,2%,0%,-4%,-3%,-0.8%,0.3%,2%,-0.7%
COC(=O)c1cc(C(=O)OC)cc(N2C(=O)CN=C2Nc2nc(C)cc(C)n2)c1,10%,-4%,-3%,-12%,-1%,-1.2%,-0.1%,-13%,-1.9%
c1ccc2oc(NC3=NCN(C4CCCCC4)CN3)nc2c1,-12%,nt,nt,-4%,6%,0.1%,0.3%,4%,nt
COc1cc(NC(=O)C/C(C)=N/NC(=O)C(=O)NCCO)c(OC)cc1Cl,-5%,10%,-5%,3%,9%,1.1%,0.6%,3%,nt
O=c1ccc(-c2ccc(S(=O)(=O)NCC3CCN(Cc4cccc(F)c4)CC3)s2)n[nH]1,-27%,-3%,-35%,1%,4%,nt,1.0%,-3%,nt
O=C(Cn1cnc(Cl)c1Cl)c1ccccc1,1%,5%,6%,-5%,-3%,1.9%,-0.1%,6%,nt
CCOC(=O)CC(NC(=O)c1cc2cccc(OC)c2oc1=O)c1ccc(OC)cc1 (centres undefined),4%,8%,-2%,-10%,5%,1.1%,-0.3%,7%,nt
O=C(c1ccccc1)C1Oc2ccccc2C2CC(c3cccs3)=NN12 (centres undefined),24%,3%,-6%,-2%,-1%,8.6%,-0.2%,-26%,6.9%
O=C(CN(C(=O)c1csnn1)c1cccc(Cl)c1)NC1CCCCC1,9%,8%,-7%,-4%,-1%,0.9%,0.2%,7%,nt
O=C1C(Nc2ccccc2)=C(N2CCCCC2)C(=O)c2ccccc21,-4%,-25%,7%,-13%,-7%,nt,2.2%,2%,-7.4%
O=C(Nc1ccc(F)cc1)NC1CCCc2ccccc21 (centres undefined),-4%,11%,-1%,-9%,9%,8.0%,-0.6%,-6%,nt
O=C(CCNC(=O)c1ccccc1Cl)NCc1cccnc1,nt,7%,-1%,nt,29%,-1.0%,nt,5%,nt
COc1ccc(-c2noc(CCC(=O)NCCCN3CCN(c4ccc(F)cc4)CC3)n2)cc1,13%,13%,-7%,-4%,8%,-1.6%,-2.1%,-2%,-0.5%
COC(=O)C(N)Cc1ccc(O)cc1 (centres undefined),-4%,5%,-10%,-6%,17%,2.8%,0.2%,-2%,0.7%
CCOc1ccccc1NC(=O)c1ccc2c(c1)C(=O)N(CC(C)C)C2=O,4%,4%,14%,-6%,6%,1.3%,-0.2%,-1%,nt
COc1ccc(Sc2cnn(-c3ccccc3)c(=O)c2Cl)cc1,4%,16%,-7%,-2%,6%,5.1%,3.2%,3%,-1.8%

# Reprinted from the part before: 2 entries, then new ones.
SMILES,GPR35 arrestin U2OS,MgcRacGAP inhibition,NS5 inhibitors,LYP inhibition,SV40 large T antigen,RSV CPE inhibition,West Nile antiviral,PhoP inhibition,ER stress rescue
CCOc1ccccc1NC(=O)c1ccc2c(c1)C(=O)N(CC(C)C)C2=O,4%,4%,14%,-6%,6%,1.3%,-0.2%,-1%,nt
COc1ccc(Sc2cnn(-c3ccccc3)c(=O)c2Cl)cc1,4%,16%,-7%,-2%,6%,5.1%,3.2%,3%,-1.8%
Cn1cc(CN2CCCC(C(=O)c3ccc(-c4ccccc4)c(F)c3)C2)cn1 (centres undefined),-9%,7%,-6%,-10%,3%,-2.0%,-1.5%,-3%,1.0%
Cc1ccc(/C=N/n2c(C)nc3ccccc3c2=O)s1,-25%,nt,nt,3%,22%,?,-0.6%,6%,-0.5%
Cc1ccccc1-c1nc(CS(=O)(=O)CC(=O)N2CCCCC2)c(C)o1,-13%,6%,-9%,-11%,8%,4.9%,-1.2%,-1%,nt
CC(=O)Nc1ccc(NC2=C(Cl)C(=O)c3ccccc3C2=O)cc1,3%,nt,nt,-2%,5%,nt,-0.3%,8%,-1.5%
C/C=C/c1ccc(OC)c(OC(C)=O)c1,18%,4%,-5%,-5%,11%,1.1%,-0.5%,7%,-0.9%
O=C(NNS(=O)(=O)c1ccc([N+](=O)[O-])cc1)C1CCCCC1,-5%,9%,-4%,-16%,12%,1.4%,0.1%,-1%,nt
COc1cccc(NC(=O)C(C)Oc2ccccc2)c1 (centres undefined),11%,8%,-3%,-4%,1%,-0.2%,0.1%,5%,-1.4%
CCOc1cc2c(cc1OC)C(c1cccc([N+](=O)[O-])c1)NCC2 (centres undefined),-10%,-6%,-12%,-4%,1%,-0.5%,-0.4%,4%,-0.8%
O=C(CNC(=O)c1ccco1)NCC(=O)OCc1ccccc1Br,-2%,0%,-6%,-4%,2%,-0.9%,0.0%,5%,0.3%
Cc1cccc(C(=O)O/N=C2/CC3CCC2(C)C3(C)C)c1 (centres undefined),7%,8%,-3%,4%,9%,-0.9%,-0.7%,3%,-1.0%
COc1ccc(OC)c(NC(=O)CS(=O)(=O)Cc2nc(-c3ccccc3C)oc2C)c1,20%,6%,-6%,2%,6%&7%,1.9%,0.0%,5%,nt
O=C(C(Cc1ccccc1)n1cccc1)N1CCN(c2cccc(Cl)c2)CC1 (centres undefined),8%,7%,-3%,-2%,6%,0.6%,0.0%,9%,3.3%
O=C(NCc1ccc(F)cc1)c1cccc(S(=O)(=O)N2CCCC2)c1,-4%,5%,-5%,-13%,8%,1.7%,-0.3%,2%,0.0%
CCOC(=O)c1c(NCc2ccc3c(c2)OCO3)c2ccccc2[nH]c1=O,-7%,10%,-4%,0%,7%,7.0%,-0.2%,-2%,-2.9%
Cc1ccc(NC(=O)CN(C)C(=O)CSc2nnc(C(F)(F)F)n2C)cc1,-3%,6%,-4%,-8%,12%,-0.4%,-0.9%,-7%,-6.5%
CC(=O)Nc1sc2c(c1C#N)CCC2,-4%,5%,2%,20%,3%,0.9%,-0.3%,5%,nt
COc1ccc(Cc2nnc(NC(=O)c3cccc([N+](=O)[O-])c3C)s2)cc1,-5%,9%,-8%,-5%,-2%,1.8%,-0.4%,5%,-0.9%
COC(=O)c1cc(OC)c(OC)cc1NC(=O)Nc1ccc(OC)cc1OC,-4%,9%,-5%,-5%,13%,0.9%,0.2%,-11%,-5.5%
N#Cc1cn(CC(=O)NCCc2c[nH]c3ccccc23)c2ccccc12,-2%,8%,-1%,4%,3%,1.3%,0.5%,0%,-1.2%
CCCCC1=CC2=CC(=O)C(C)(OC(=O)c3cccs3)C(=O)C2=CO1 (centres undefined),nt,9%,12%,nt,25%,1.4%,0.8%,nt,nt
COc1ccc(NC2CCCN(C(=O)c3cccc(C)n3)C2)cc1OC (centres undefined),22%,26%,5%,-2%,-4%,0.0%,0.2%,8%,nt
O=C(NCc1cccnc1)Nc1cccc(NC(=O)NCc2cccnc2)c1F,-4%,-8%,-7%,-3%,6%,2.7%,1.2%,1%,nt
COC(=O)C(C(=O)OC)c1ccccc1[N+](=O)[O-],-9%,5%,-3%,-10%,11%,1.3%,0.0%,-9%,3.0%
COc1ccc(Cn2c(O)c(/C=C3/C=CC=N3)c(=O)[nH]c2=O)cc1,3%,10%,?,-8%,22%,1.7%,0.2%,-9%,nt

# Assay outcomes: PubChem, several laboratories

# Random draw from the library. About 1.5% of those tested had a hit in this group.
